Bioassay records (PubChem)
Chronic BCR inh = chronic active BCR signaling inhibition | ABC-DLBCL IkBa-CBG/CBR reporter, luminescence ratio, 4 h | Potency, µM (top dose mostly 46.1 µM), for inactives: at the top dose ratio change, negative = lower green/red ratio, actives largely listed as inhibitors | 0.05% of 340,000 active; active means well fitted inhibition curve with a large enough effect in the signal ratio, with a control signal flat, not every such curve was filed as active; inconclusive means small, poorly fitted or top-dose-only effect, or effect the other way, or a change in a side signal; the % refers to the signal ratio;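 further: potency means the concentration at half of the fitted maximal effect; plate controls were basal doxycycline-induced cells for no effect and cells given 10 µM MG132 for full effect; MG132 reads +100%, hits lower the ratio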
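TMD8 ABC-DLBCL cells carrying doxycycline-inducible green luciferase fused to IkappaBalpha plus unfused red luciferase were exposed to compounds (up to 46 uM) for 4 hrs at 37C. Activity came from the overlap-corrected green/red luminescence ratio.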
TSHR antag = antagonists of human thyroid stimulating hormone receptor; TSHR-expressing cells, TSH-stimulated cAMP HTRF, 2 h; active compounds read low; activity change, negative = inhibition, % at 11.5 µM; 0.2% of 330,000 active; AID 504810;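 active means activity change below a set negative limit, meaning inhibition stronger than a set level, cut at about -70% in these data; inconclusive means activity change between two set negative limits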; further: on the % scale 0 is the no-effect control and ±100 the full control effect
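TSHR-expressing cells, 200/well, pre-treated with compound, then stimulated with EC80 TSH (4nM final) for 2 hours at 37 deg C. cAMP measured by competitive HTRF: anti-cAMP cryptate antibody in lysis buffer plus cAMP-d2, read after 30 minutes at room temperature.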
Mito fusion act = inhibitors of mitochondrial division or activators of mitochondrial fusion; S. cerevisiae fusion-defective mutant growth rescue, CellTiterGlo 48 h; Potency, µM (highest dose often 46.1 µM), for the others: at the highest dose growth rescue (activation), hits mostly activators; 0.23% of 320,000 active;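 further: potency means the concentration at half of the fitted maximal effect; % of control where 0% means no effect; nearly all actives have a fitted effect of over 45% in size; temperature-sensitive fusion mutants such as fzo1-1 at 37 °C on non-fermentable ethanol glycerol medium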
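Compounds are tested for their ability to restore growth of mitochondrial fusion-defective yeast strains at non-permissive 37C in YPEG medium over 48 hours. Viability is quantified by luciferase luminescence.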
MBNL1 CUG block = MBNL1-poly(CUG) RNA binding inhibition; Q9NR56; TR-FRET MBNL1-His/biotin-(CUG)12 binding, 665/545 ratio; Potency, µM (doses to about 57.5 µM), for inactives: top-dose activity change, negative = inhibition, most hits filed as inhibitors; 0.036% of 280,000 active; AID 2675; active means well fitted inhibition curve with a large enough effect in the signal ratio, with a control signal flat, not every such curve was filed as active; inconclusive means small, poorly fitted or top-dose-only effect, or effect the other way, or a change in a side signal; inactive means no such curve, though single readings can be large or run the other way; the % refers to the signal ratio; further: potency means the concentration at half of the fitted maximal effect; on the % scale 0 is the no-effect control and ±100 the full control effect
Target sequence (Q9NR56 whole entry, looked up): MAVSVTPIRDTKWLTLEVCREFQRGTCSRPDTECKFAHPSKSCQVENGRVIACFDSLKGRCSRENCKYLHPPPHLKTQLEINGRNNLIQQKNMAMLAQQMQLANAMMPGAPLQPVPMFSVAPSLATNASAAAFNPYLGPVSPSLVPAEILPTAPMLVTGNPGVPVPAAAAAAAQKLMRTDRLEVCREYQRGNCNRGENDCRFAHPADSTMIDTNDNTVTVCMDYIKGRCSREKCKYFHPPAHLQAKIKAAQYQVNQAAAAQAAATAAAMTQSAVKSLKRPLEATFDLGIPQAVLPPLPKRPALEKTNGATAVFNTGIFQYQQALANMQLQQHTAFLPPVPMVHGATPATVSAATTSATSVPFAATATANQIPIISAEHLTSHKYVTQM
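MBNL1-His + Biotin-(CUG)12, cpd titration 92 nM–58 uM; Tb anti-His Ab 0.055 ng/ul, SA-XL665 5 nM (final); 60 min RT; ratiometric 665/545 nm, Ex 340 nm; normalized to buffer and full-complex controls.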
ASM inhibitor = human S-ASM enzyme inhibition | AID 504937 | placental ASM, HMU-PC fluorogenic substrate, 60 min | 0.006% of 340,000 active | Potency, µM (top dose mostly 57.5 µM), without a hit: at the highest dose activity change, negative = inhibition, hits mostly inhibitors; further: potency means the concentration at half of the fitted maximal effect
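HMU-PC0 cleavage (9 uM final) by human placental ASM, 60 min at 37 °C following 10 min compound exposure at RT; stopped at pH 10, fluorescence Ex 386/Em 447 nm.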
GALK inhibitor = galactokinase (human) inhibition; Purified GALK, Kinase-Glo residual ATP luminescence; 0.007% of 270,000 active; AID 1868; P51570; Potency, µM (titrated, usually from 57.5 µM), for inactives: top-dose activity change, negative = inhibition, most hits filed as inhibitors; further: potency means the concentration at half of the fitted maximal effect; on the % scale 0 is the no-effect control and ±100 the full control effect
Target sequence (P51570 whole entry, looked up): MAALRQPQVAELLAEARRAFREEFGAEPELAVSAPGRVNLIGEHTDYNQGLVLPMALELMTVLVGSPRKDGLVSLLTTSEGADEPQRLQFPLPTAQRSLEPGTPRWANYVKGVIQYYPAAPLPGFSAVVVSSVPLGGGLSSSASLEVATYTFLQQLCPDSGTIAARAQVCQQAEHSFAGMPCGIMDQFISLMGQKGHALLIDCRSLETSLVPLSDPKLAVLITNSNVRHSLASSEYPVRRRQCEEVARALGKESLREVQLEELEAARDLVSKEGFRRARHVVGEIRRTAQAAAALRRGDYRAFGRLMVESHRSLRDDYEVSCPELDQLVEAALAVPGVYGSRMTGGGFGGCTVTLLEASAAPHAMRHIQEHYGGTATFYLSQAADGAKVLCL
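Luminescence from leftover ATP (Ultra-Glo luciferase/luciferin) served as read-out after a 1 h room-temperature reaction of 5 nM GALK with 35 uM ATP and 100 uM galactose.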
KCNH2 WT inh = blocks the wildtype human KCNH2 potassium channel; activity change, % at 1.84 µM; U2OS, BacMam KCNH2, thallium flux FluxOr; active compounds read low; 0.37% of 340,000 active; Q12809;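 active means maximum activity change below -70%; inconclusive means maximum activity change between -70% and -50%; inactive means maximum activity change above -50%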; further: on the % scale 0 is the no-effect control and ±100 the full control effect
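U2OS cells transduced with wild-type KCNH2 virus are loaded with FluxOr dye for 45 min, and thallium flux is measured in kinetic reads before and after stimulation buffer. Rate constants are normalized to DMSO controls.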
Eya2 inh = Eya2 (human) phosphatase inhibition; O00167; recombinant Eya2, OMFP fluorescence dephosphorylation (OMFP is methylfluorescein phosphate); Potency, µM (series often up to 76.9 µM), for inactives: at the top dose activity, negative = inhibition, actives largely listed as inhibitors; 0.006% of 330,000 active; further: potency means the concentration at half of the fitted maximal effect; on the % scale 0 is the no-effect control and ±100 the full control effect
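Eya2 protein (added as 0.2 uM solution) was preincubated with compound for 10 min at ambient temperature in 50 mM HEPES pH 7.5, 50 mM NaCl, 5 uM MgCl2, 0.05% BSA, 1 mM DTT. OMFP (added at 50 uM) then reacted 10 min; fluorescence read at 485/525 nm.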
Menin-MLL TR inh = displaces Texas Red mutant MLL peptide from human menin. AID 1768. 0.23% of 270,000 active. Potency, µM (titrated, usually from 61.6 µM), for the others: at the top dose FP activity change, negative = inhibition, most hits filed as inhibitors. Menin + Texas Red MLL mutant peptide, fluorescence polarization; active means well fitted inhibition curve with a large enough effect in the polarisation, with a control signal flat, not every such curve was filed as active; inconclusive means small, poorly fitted or top-dose-only effect, or effect the other way, or a change in a side signal; inactive means no such curve, though single readings can be large or run the other way; the % refers to the polarisation; further: potency means the concentration at half of the fitted maximal effect; % of control where 0% means no effect; many of its hits are not listed in these tables
USP2a inh = USP2a (human) protease inhibition; O75604; USP2 core, Ub-CHOP2 coupled fluorogenic reporter, 485/531; Potency, µM (series often up to 38.3 µM), for the others: at the highest dose activity change, negative = inhibition, actives largely listed as inhibitors; 0.01% of 330,000 active;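 further: potency means the concentration at half of the fitted maximal effect; plate controls were DMSO wells for no effect and full inhibition by NEM control for full effect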
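Deubiquitinase activity read as fluorescence (485/531 nm) after Ub-CHOP2 cleavage activates the enterokinase reporter on its substrate; USP2 core 10nM, Ub-CHOP2 and substrate 25nM each, 30min compound preincubation then 60min RT; data normalized to NEM, curves fitted.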
PKM2 act = increases activity of human pyruvate kinase M2; purified PKM2, Kinase-Glo ATP luminescence, activation; response scale: 0% is enzyme alone, no compound; Potency, µM (series often up to 57.5 µM), without a hit: at the highest dose activation, most hits filed as activators; 0.34% of 260,000 active; AID 1631; further: potency means the concentration at half of the fitted maximal effect; on the % scale 0 is the no-effect control and ±100 the full control effect; nearly all actives have a fitted effect of over 55% in size
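Purified hPK-M2 (>95% pure) converted ADP (0.1 mM final) to ATP with 0.5 mM PEP in 50 mM imidazole pH7.2, KCl, MgCl2, Tween 20, BSA; 1 h at room temperature. ATP detected by Kinase-Glo luminescence.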
Active calls of the source: *; ? = inconclusive; . = not tested or not shown; [ ] = dose if it differs, or a comment. Unless noted, the call rests on the fitted dose curve; in most records, active means well fitted curve in the direction sought with a large enough effect; inconclusive means small, poorly fitted or top-dose-only effect, or another doubt; inactive means no such curve, though single readings can be large; an effect the other way counts as inactive or inconclusive. A portion of the library; count on the stated rates, not on these rows.

compound	KCNH2 WT inh	Chronic BCR inh	Mito fusion act	Eya2 inh	MBNL1 CUG block	TSHR antag	ASM inhibitor	GALK inhibitor	Menin-MLL TR inh	PKM2 act	USP2a inh
COCCn1c(SCC(=O)Nc2ccc3c(c2)OCCO3)nnc1-c1ccncc1	2.5	0.0%	.	4.4%	.	-4.1	7.6%	.	.	.	0.6%
CC(C)C(NC(=O)c1ccc(C(C)(C)C)cc1)C(=O)NCC1(N(C)C)CCCCC1 (stereo not drawn)	19.9	-0.7%	-4.8%	15.5%	-3.1%	3.9	-13.0%	12.2%	-28.4%	-0.4%	1.7%
Cn1c(=O)[nH]c(=O)c2c1nc(Br)n2CC(O)c1ccccc1 (stereo not drawn)	2.4	?	-2.2%	33.7%	-10.1%	22.6	-0.2%	0.2%	-6.0%	-11.6%	0.2%
Cc1cc(C)c(S(=O)(=O)N2CCCCC2)cc1N(C)S(=O)(=O)c1ccc(Cl)cc1	2.0	8.4%	10.0%	0.2%	-9.1%	0.4	-2.1%	0.5%	-8.2%	1.6%	4.1%
CC(=O)C(Sc1nc(N(C)C)nc(N(C)C)n1)C(=O)Nc1ccccc1 (stereo not drawn)	0.1	?	7.5%	10.9%	-0.9%	-4.4	-10.0%	-1.6%	-14.4%	7.5%	2.3%
CC(=O)/C=C1\SC(CC(=O)O)C(=O)N1c1ccccc1 (stereo not drawn)	-5.8	-8.1%	4.0%	12.3%	-10.6%	11.3	2.3%	0.0%	-9.5%	-2.6%	-1.4%
COc1cccc(NC(=O)COC(=O)c2cc(=O)c3ccccc3o2)c1	4.9	-6.0%	-4.6%	-17.4%	.	-4.6	-3.3%	.	.	.	-1.6%
CC1=C(C(=O)N2CCN(c3cc(C)ccc3C)CC2)C2(CCC(C)CC2)OC1=O (stereo not drawn)	.	3.1%	?	-4.3%	-3.4%	-14.5	.	.	-10.6%	-3.2%	3.5%
CON1C(=O)C(=O)N(OC)C(C)(C)C1C (stereo not drawn)	4.2	0.0%	4.0%	?	-4.1%	6.3	-1.7%	-1.1%	.	0.1%	0.0%
COc1ccc(S(=O)(=O)N2CCCCCC2)cc1C(=O)N1CCCCC1	5.7	?	-3.9%	-5.6%	?	-18.9	3.3%	-0.9%	.	-7.6%	0.3%
O=C(CN1CCOCC1)Nc1ccccc1C(=O)Nc1ccccc1	-7.1	?	1.3%	15.2%	-2.5%	-13.7	-0.5%	0.7%	23.8%	.	1.0%
CC(C)n1nnnc1SCC(=O)c1ccc2c(c1)OCCO2	-3.7	4.7%	-2.3%	-22.0%	-6.9%	0.8	1.0%	-2.2%	-0.4%	0.1%	2.4%
CCn1c(=O)c(=O)[nH]c2cc(C(=O)NC3CCCc4ccccc43)ccc21 (stereo not drawn)	-16.5	?	-5.5%	-7.8%	3.7%	-8.0	-2.0%	-2.4%	?	-3.7%	-0.5%
Cc1nn(CCCC(=O)Nc2ccc(Br)cc2F)c(C)c1[N+](=O)[O-]	5.0	4.2%	1.7%	13.4%	0.6%	-2.5	-2.0%	0.9%	?	.	-1.4%
CCCC(=O)Nc1cc(C(=O)N(C)CC(OC)OC)ccc1S(=O)(=O)c1ccc(C)cc1	-2.3	0.9%	9.8%	-26.2%	-3.5%	-0.8	2.1%	-0.4%	?	.	0.7%
O=C(NCc1ccco1)/C(=C\c1cccnc1)NC(=O)c1ccccc1F	-20.6	0.1%	5.0%	4.7%	.	4.9	-0.5%	1.4%	-10.0%	3.0%	-1.1%
COc1cc(CN(C(=O)c2cc3ccccc3oc2=O)C2CCS(=O)(=O)C2)cc(OC)c1OC (stereo not drawn)	7.3	15.2%	3.7%	-14.1%	-0.4%	-4.1	-2.2%	-2.2%	6.5%	2.5%[0.46 µM]	0.2%
CN1C(=O)/C(=N\OC(=O)c2ccccc2Cl)c2ccccc21	20.5	-12.3%	14.9%	4.9%	?	6.2	-3.8%	-0.8%	2.2%	0.2%	0.5%
C=C[C@]1(C)C[C@H]1[C@H](NP(=O)(c1ccccc1)c1ccccc1)c1ccccc1	-7.8	2.5%	19.3%	3.3%	-23.9%	5.1	3.7%	.	4.0%	-1.8%	0.2%
O=C(Nc1nnc(SCc2ccc(Cl)cc2)s1)C1CC(=O)N(Cc2ccccc2)C1 (stereo not drawn)	-1.0	-0.3%	-4.6%	-0.6%	3.9%	-20.0	?	-1.9%	-5.0%	?	-0.6%
COc1cn(-c2ccccc2)nc1C(=O)NCc1ccc(C)cc1	11.0	-0.7%	-10.8%	-12.9%	3.6%	4.4	-1.8%	-1.3%	?	.	-3.7%
COc1cccc(NC(=S)N(Cc2ccccn2)Cc2ccccc2Cl)c1	21.6	2.1%	2.5%	-2.5%	-4.2%	-11.5	-0.6%	-0.5%	18.1%	0.4%	0.2%
CN(CC(=O)Nc1ccc(F)cc1)C(=O)CN1C(=O)c2ccccc2C1=O	-4.2	0.0%	3.2%	10.8%	.	-1.3	0.4%	.	.	.	0.9%
CN(C)CCNC(=O)Cn1c(=O)c2cccn2c2ccc(F)cc21	-3.8	6.7%	-4.2%	-17.2%	-4.2%	2.3	-1.4%	9.9%	-4.7%	.	-0.5%
O=C(CN1CCN(c2cccc(Cl)c2)CC1)NC1CCCc2ccccc21 (stereo not drawn)	2.4	?	21.4%	-5.8%	-3.3%	-3.3	-3.3%	-0.3%	?	.	-7.8%
COc1ccc(CNC(=O)Cc2c(C(=O)O)[nH]c3ccccc23)c(OC)c1	3.4	5.7%	-8.1%	0.7%	15.4%	1.2	-2.2%	-2.8%	5.8%	.	-3.3%
Cc1cccn2c(=O)c3cc(C#N)c(=NC(=O)c4cccs4)n(CC(C)C)c3nc12	-9.6	?	6.1%	-0.5%	162.4%[activator]	-9.1	.	7.5%	.	-4.3%	3.5%
CCN(C#N)c1nc(N(C)C)nc(N(C)C)n1	-2.3	-1.6%	-1.5%	-35.4%	3.4%	27.4	-1.7%	0.8%	-1.0%	-0.9%	-5.0%
CN(CCOc1ccccc1)C(=O)c1cc(S(=O)(=O)N2CCCCC2)ccc1Cl	-0.8	2.1%	11.0%	-17.4%	.	-0.4	0.2%	.	.	.	3.0%
Cc1nn(C)c(Oc2cccc(Cl)c2)c1C(=O)Nc1ccc(F)cc1	41.3	16.2%	4.4%	10.8%	-1.0%	5.4	-0.3%	-2.9%	.	-9.2%	0.7%
O=C(CCCC(=O)OCC(=O)c1ccc(Cl)cc1)NC1CCCCC1	-9.2	2.0%	1.9%	-20.5%	-9.9%	8.1	1.1%	-8.2%	1.7%	-0.4%	0.0%
CCC(=O)c1cc(F)c(N2CCN(C(=O)Cc3ccccc3)CC2)cc1C	-7.4	0.2%	8.5%	-26.7%	0.7%	-3.4	-2.2%	-0.8%	-1.6%	0.0%	1.9%
FC(F)(F)COc1cc(-c2nnc(SCc3ccccc3)n2Cc2ccco2)cc(OCC(F)(F)F)n1	-0.2	8.3%	-4.3%	-22.9%	.	-19.6	-1.6%	8.3%	.	12.0%	-1.4%
CN(C)CCCNC(=S)Nc1ccc(-c2ccccc2)cc1	17.9	?	2.5%	0.2%	.	-0.8	1.4%	-1.7%	.	-3.4%	1.3%
C=CCn1c(SCC(C)=O)nnc1-c1ccc2ncccc2c1	1.1	0.1%	0.3%	0.0%	1.6%	1.0	7.2%	0.6%	.	5.1%	-0.6%
Cc1ccc(N/C=C(\C#N)c2ccc(OCCCF)cc2)cc1	-10.0	?	3.2%	-22.7%	4.9%	-0.1	-16.4%	0.5%	?	-1.6%	5.0%
